# Abs 340nm = compound light absorbance at 340 nm, profiling panel, artefact control, biochemical, MLSMR library, data from PS, PMK, MK assays | compound absorbance at 340 nm, fold over control | fold change at 10 µM | 65,000 tested, under 10 active | AID 708, 2007;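 active = at 10 µM dose, initial 340 nm absorbance at least 2 fold that of control wells; inactive = change under 2 fold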;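 also: initial absorbance extrapolated from kinetic A340 decline of NADH oxidation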
# CatB mix inh = cathepsin B inhibitors from pooled compounds, primary screen, biochemical, compound mixtures, AMC fluorescence; 0.06% of 62,000 active; Purified cathepsin B, AMC dipeptide fluorescence; AID 488, 2006; P07858; inhibition, %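 (ten-compound pools at 5 µM per compound and 50 µM total)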; in the data active = inhibition above about 22%, passing the limit was not always enough;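 also: 0% = enzyme without compound and 100% = no enzyme blank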
# FXIIa inh mix = human factor XIIa inhibitors, primary screen, biochemical, pooled compound mixtures, fluorogenic substrate | 0.2% of 62,000 active | AID 684, 2007 | purified FXIIa | Coagulation factor XII (Homo sapiens), P00748 | inhibition, % at 5 µM;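 also: 0% = enzyme without compound and 100% = no enzyme blank; some results filed as inactive read as strong as hits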
# FXIa inh mix = FXIa protease inhibitors in compound pools, primary screen, biochemical, 10-compound mixtures | 0.19% of 62,000 active | inhibition, % at 5 µM | purified FXIa, fluorogenic substrate, pooled mixtures | AID 680, 2007;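 also: each value is inhibition by a whole ten-compound pool holding the compound; 0% = enzyme with no mixture and 100% = wells lacking enzyme; strong numbers were not always called active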
# Target sequence (P03951 19-387 limits assumed): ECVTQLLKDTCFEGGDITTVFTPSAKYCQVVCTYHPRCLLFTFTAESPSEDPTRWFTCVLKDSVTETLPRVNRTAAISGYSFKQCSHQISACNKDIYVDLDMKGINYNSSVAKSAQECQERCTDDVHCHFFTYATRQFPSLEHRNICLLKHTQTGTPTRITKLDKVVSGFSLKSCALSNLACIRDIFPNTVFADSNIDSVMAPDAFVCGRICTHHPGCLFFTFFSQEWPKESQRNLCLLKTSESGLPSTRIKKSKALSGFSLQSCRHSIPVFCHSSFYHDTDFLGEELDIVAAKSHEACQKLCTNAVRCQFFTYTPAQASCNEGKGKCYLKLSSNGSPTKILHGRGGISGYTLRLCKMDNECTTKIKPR
# Target sequence (P03951 388-625 limits assumed): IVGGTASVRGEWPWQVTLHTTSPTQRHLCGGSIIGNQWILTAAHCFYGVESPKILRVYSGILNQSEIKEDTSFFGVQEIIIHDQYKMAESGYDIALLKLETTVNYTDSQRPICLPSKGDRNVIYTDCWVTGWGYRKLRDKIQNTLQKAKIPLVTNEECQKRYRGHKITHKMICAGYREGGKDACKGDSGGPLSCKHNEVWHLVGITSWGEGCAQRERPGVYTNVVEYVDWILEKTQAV
# CatB inh = human cathepsin B inhibitors, primary screen, biochemical, fluorogenic substrate | inhibition, %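 (tested at 10 µM)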 | 0.1% of 63,000 active | purified cathepsin B, fluorescence | P07858; in the data active = inhibition above about 21%;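 also: 0% = enzyme with no compound and 100% = no enzyme blank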
# CatS block = inhibitors of human cathepsin S, biochemical, compound mixtures | inhibition, %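 (tested at 5 µM per compound within 10-compound mixtures)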 | 0.06% of 62,000 active | P25774 | recombinant cathepsin S, AMC dipeptide fluorescence, pooled mixtures; in the data active = inhibition above about 32%, passing the limit was not always enough;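 also: 0% = enzyme without compound and 100% = blank without enzyme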
# Target sequence (P25774 115-331 limits assumed): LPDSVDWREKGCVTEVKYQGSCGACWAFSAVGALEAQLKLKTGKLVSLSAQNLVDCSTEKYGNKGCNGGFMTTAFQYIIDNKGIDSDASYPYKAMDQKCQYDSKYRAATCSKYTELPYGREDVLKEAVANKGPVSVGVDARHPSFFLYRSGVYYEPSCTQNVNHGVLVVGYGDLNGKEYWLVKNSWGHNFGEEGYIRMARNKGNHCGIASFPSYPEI
# CatL block = inhibitors of human cathepsin L, biochemical | Procathepsin L (Homo sapiens), P07711 | 0.17% of 58,000 active | purified cathepsin L, fluorogenic substrate, fluorescence | inhibition, %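 (tested at 10 µM)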; in the data active = inhibition above about 45%;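 also: 0% = enzyme with no compound and 100% = no enzyme blank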
# C1s inh = complement C1s protease inhibitors, primary screen, biochemical, 10-compound mixtures; 0.16% of 62,000 active; AID 538, 2006; purified C1s, fluorogenic AMC substrate, pooled mixtures; Complement C1s subcomponent (Homo sapiens), P09871; mean inhibition % of two 10-compound mixtures (active compounds read high), % at 5 µM (by protocol);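 active = inhibition above 20% in each of the two 10-compound mixture wells holding the compound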;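 also: 0% = enzyme wells lacking compound mixture and 100% = no-enzyme blank wells; some compounds called inactive have numbers as strong as hits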
# CatG inh = human cathepsin G inhibitors, primary screen, biochemical, pooled compound mixtures, AMC fluorescence | purified enzyme, AMC-tetrapeptide fluorescence | 0.2% of 62,000 active | inhibition, % at 5 µM (by protocol) | AID 581, 2007;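 active = inhibition above 20% in each of the two mixture wells holding the compound; inactive = inhibition of 20% or less in either well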;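 also: 0% = enzyme control without mixture and 100% = blank lacking enzyme; strong numbers were not always called active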
# Starred values were filed as active, the others as inactive; . = not tested or not shown. Rule as the data show it, unless noted: active = inhibition above about 20% (passing the limit was not always enough); inactive = the rest. The list is partial. The share of hits here may be higher or lower than overall.
FXIIa inh mix	CatL block	CatS block	FXIa inh mix	CatG inh	CatB inh	Abs 340nm	C1s inh	CatB mix inh	SMILES
-2	8	-25	-39	-26	-3	1	-28	-13	O=C(NCc1cccnc1)c1cccc(C(F)(F)F)c1
5	9	16	5	-3	-2	1	-32	4	Cn1c(N2CCOCC2)nc2c1c(=O)n(Cc1ccc(Cl)cc1)c(=O)n2C
-4	.	-5	8	-1	-1	1	0	-1	CC1(C)CC(=O)N(CC(=O)NCc2ccc(F)cc2)c2ccccc2S1(=O)=O
5	2	11	7	2	-4	1.1	1	6	CC1(C)OC(=O)C(=CNc2ccccc2F)C(=O)O1
6	-5	-6	3	11	0	1.1	17	4	COc1cc(OC)cc(C(=O)NCCNC(=O)c2ccccc2)c1
-20	.	16	-1	12	3	1.1	46	3	CCOC(=O)CNC(=O)CSc1nc2sc(C)c(C)c2c(=O)n1C
2	-8	-10	5	9	1	1	4	2	O=C(c1cnccn1)N1CCN(C/C=C/c2ccccc2)CC1
-14	-4	-6	2	3	-1	1	-1	-1	COc1ccc(S(=O)(=O)N2CCCN(CC(=O)C(C)(C)C)CC2)cc1
-22	1	-12	-18	-2	0	1.1	-108	-5	CCOC(=O)c1cc2c(ccn2-c2ccc(F)cc2)n1CC(=O)N1CCN(C(=O)c2ccco2)CC1
-10	12	-2	3	12	-1	1.2	14	5	C(=N\c1nc2ccccc2[nH]1)/c1cccs1
3	0	13	-4	-8	2	1	-11	0	CC(=O)NCCOc1cccc(OCCNC(C)=O)c1
4	27	8	0	9	3	1	14	-1	CCOC(=O)Cn1c(=O)c2c(nc3n2CCCCN3c2ccc(C)cc2)n(C)c1=O
5	-3	-5	22	0	-5	1	-26	3	O=C(CSc1ccccc1)Nc1ccccc1N1CCOCC1
2	21	3	0	1	3	1	5	0	Clc1ccc(C2=CSC3=NCCN23)cc1Cl
-2	4	5	6	-1	-4	1.1	-32	3	COC(=O)c1cc(OC)c(OC)cc1N
-3	13	17	2	-6	2	1.1	-13	4	CCCCn1c(C(C)NC(=O)COC)nc2ccccc21 (stereo not given)
-14	23	12	4	3	1	1	-45	0	COc1ccc(NC(=O)CNS(=O)(=O)c2cccs2)cc1
9	2	6	9	-3	-2	1	-2	-1	CSc1ccccc1NC(=O)CSc1nnnn1-c1ccccc1SC
-8	-4	2	3	-2	4	1	-3	24	COc1ccc(-n2c(COc3ccccc3)nnc2SCc2ccc(C#N)cc2)cc1
7	-3	1	2	9	0	1	9	4	COC(=O)c1c(NC(=O)COC(=O)Cn2cnc3ccccc32)sc(C)c1C
10	-2	-7	1	-11	1	1	-14	1	COCCn1c(-c2cc(OC)c(OC)c(OC)c2)nc2oc3ccccc3c(=O)c2c1=O
5	-5	-5	2	8	0	1.1	23	2	Cc1ccc(C)c(N(C)S(=O)(=O)c2cccc3nsnc23)c1
2	5	3	0	-1	-2	0.99	5	2	CCOC(=O)c1cnc(-n2nc(C)cc2C)nc1-n1nc(C)cc1C
6	1	-2	0	-1	3	1	3	8	CCC(=O)N1CCN(C(=O)CC)C1c1ccccc1
2	10	-1	0	10	1	1.1	8	-1	COCC(C)NCc1ccc(C)cc1C (stereo not given)
1	11	-9	1	4	2	0.98	-16	-1	O=C(NCCCNC1CCCCC1)c1ccc(/C=N/O)nc1
-13	-5	-3	1	9	4	1	11	2	Cc1ccc(S(=O)(=O)Nc2ccc3ncccc3c2)cc1
12	.	-4	24	24	11	1.1	33	1	Cc1cc(Cl)cc(C)c1OCC(=O)O
12	3	-4	11	8	4	1	10	5	NC(=O)c1nsc(C(=O)N(CC(=O)NCc2ccc3c(c2)OCO3)C2CCCC2)c1N
-20	19	9	4	-1	2	1	-19	6	FC(F)(F)c1nnc2sc(-c3ccccn3)nn12
9	1	1	2	-7	2	0.97	-3	1	CC(C)(C)n1nnnc1C(c1cccs1)N1CCCc2ccccc21 (stereo not given)
6	-1	1	-5	10	3	1	-29	2	c1ccc(-c2nc3ccccc3c3nncn23)cc1
-12	.	12	1	15	8	1	21	3	CC(C)C(=O)Nc1nnc(Cc2ccccc2)s1
9	6	-2	4	-5	-2	1.1	6	1	COc1cc(NS(=O)(=O)c2ccc(NS(=O)(=O)c3ccccc3)cc2)nc(OC)n1
6	7	-2	5	-5	-2	1	-3	-1	Cc1cc(C)n(-c2nc3c(c(=O)[nH]c(=O)n3C)n2Cc2cccc(Br)c2)n1
7	6	5	2	10	1	1.1	13	4	N#C/C(=C1\CCCN1)c1ccc2ccccc2n1
-19	-2	-2	6	0	-2	0.96	3	4	CCCC(c1nnnn1C1CCCCC1)N1CCN(c2ncccn2)CC1 (stereo not given)
-4	.	1	9	10	1	1.1	23	3	CCc1ccc(N(CC(=O)O)S(=O)(=O)c2c(C)noc2C)cc1
3	8	13	9	5	2	0.99	-18	0	C=CCn1c(SCC(=O)C(C)(C)C)nnc1-c1ccccn1
3	-10	8	-5	-3	4	1	-16	2	CC(C)Cn1c(N)c(C(=O)COC(=O)c2cc(-c3ccco3)nc3ccccc23)c(=O)n(C)c1=O
-15	.	3	2	8	.	1.2	5	2	CCOC(=O)/C(C#N)=C1/C=CN(C)C(C)=N1
0	19	10	5	-1	-5	0.99	-33	5	CC(=O)c1cccc(NC(=O)c2oc(C)nc2C)c1
-2	9	8	-6	6	7	1	-24	2	CN(C)C(=O)NC1CCCCCCCCCCC1
15	-4	0	4	-2	1	1	3	-1	COc1ccccc1OCC(=O)Nc1ccc(S(=O)(=O)Nc2cc(C)nc(C)n2)cc1
13	-9	-6	7	9	3	1.1	5	0	Brc1ccccc1-c1nnc2sc(-c3ccc4c(c3)OCCO4)nn12

# Exported field by field: entries from further up
CC(=O)c1cccc(NC(=O)c2oc(C)nc2C)c1
  FXIIa inh mix: 0 | CatL block: 19 | CatS block: 10 | FXIa inh mix: 5 | CatG inh: -1 | CatB inh: -5 | Abs 340nm: 0.99 | C1s inh: -33 | CatB mix inh: 5
c1ccc(-c2nc3ccccc3c3nncn23)cc1
  FXIIa inh mix: 6 | CatL block: -1 | CatS block: 1 | FXIa inh mix: -5 | CatG inh: 10 | CatB inh: 3 | Abs 340nm: 1 | C1s inh: -29 | CatB mix inh: 2
CCOC(=O)/C(C#N)=C1/C=CN(C)C(C)=N1
  FXIIa inh mix: -15 | CatL block: . | CatS block: 3 | FXIa inh mix: 2 | CatG inh: 8 | CatB inh: . | Abs 340nm: 1.2 | C1s inh: 5 | CatB mix inh: 2
C=CCn1c(SCC(=O)C(C)(C)C)nnc1-c1ccccn1
  FXIIa inh mix: 3 | CatL block: 8 | CatS block: 13 | FXIa inh mix: 9 | CatG inh: 5 | CatB inh: 2 | Abs 340nm: 0.99 | C1s inh: -18 | CatB mix inh: 0

# Four entries from above, with two lines to a compound.
# Value order – FXIIa inh mix, CatL block, CatS block, FXIa inh mix, CatG inh, CatB inh, Abs 340nm, C1s inh, CatB mix inh
CC(C)C(=O)Nc1nnc(Cc2ccccc2)s1
    -12, ., 12, 1, 15, 8, 1, 21, 3
c1ccc(-c2nc3ccccc3c3nncn23)cc1
    6, -1, 1, -5, 10, 3, 1, -29, 2
CC(C)Cn1c(N)c(C(=O)COC(=O)c2cc(-c3ccco3)nc3ccccc23)c(=O)n(C)c1=O
    3, -10, 8, -5, -3, 4, 1, -16, 2
N#C/C(=C1\CCCN1)c1ccc2ccccc2n1
    7, 6, 5, 2, 10, 1, 1.1, 13, 4

# Going on with the list:
FXIIa inh mix	CatL block	CatS block	FXIa inh mix	CatG inh	CatB inh	Abs 340nm	C1s inh	CatB mix inh	SMILES
11	-28	-1	-13	-9	2	1	-49	-12	Cc1cc(C)c2c(n1)nn1c(NCCCN3CCOCC3)cc(C)nc21
3	-3	8	6	13	4	0.98	13	3	CC(C)(C)C1=C(C#N)C(c2ccc3c(c2)OCO3)C(C#N)=C(N)O1 (stereo not given)
0	.	-3	0	8	1	1	2	4	CCCCNC(=O)c1ccc(CS(=O)(=O)c2ccc(OC)cc2)o1
0	-6	-2	10	-2	4	1.1	-11	1	COC(=O)c1cc(NC2c3ccccc3C(=O)N2c2cccnc2)cc(C(=O)OC)c1 (stereo not given)
-18	-16	-14	7	14	1	1	6	5	COC(=O)c1[nH]c2cccc(OC)c2c1NC(=O)CCN1CCN(c2cccc(Cl)c2)CC1
1	18	12	0	-3	5	0.99	-3	1	C#CCNc1cc(C)nc2ncnn12
9	-2	-3	7	3	8	1	5	-3	CC(C)c1nnc(NC(=O)c2ccc(N3C(=O)CCC3=O)cc2)s1
5	-29	-3	2	-3	2	1	-5	4	COCCOC(=O)C1=C(C)NC2=C(C(=O)CC(C)(C)C2)C1c1cc2c(cc1Br)OCO2 (stereo not given)
4	9	-5	5	11	-3	1	12	1	Cc1cc(C)nc(SCc2nnc(SCC(=O)Nc3cc(C(F)(F)F)ccc3Cl)o2)n1
8	1	4	4	-4	5	1	-8	4	Cc1ccc2nsnc2c1S(=O)(=O)N1CCN(C(=O)C2CCCO2)CC1 (stereo not given)
-10	16	6	5	11	5	1	-19	6	COc1ccc(CNC(=O)COc2ccc(S(=O)(=O)NC(C)C)cc2)cc1

# Compound activity from PubChem.
